KCNH2 3.1 inh = blocks the human KCNH2 3.1 channel isoform; U2OS KCNH2 3.1, thallium flux FluxOr; stronger effect = lower value; activity change, % (tested at about 1.8 µM); hit rate 0.95% among 340,000;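 active means maximum activity change below -70%; inconclusive means maximum activity change from -70% to -50%; inactive means maximum activity change above -50%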;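 further: thallium influx rate constant from kinetic fluorescence after stimulation buffer; on the % scale 0 is the no-effect control and ±100 the full control effect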
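Virally transduced U2OS (3.1 isoform, 4 h infection in dark at RT) → overnight 37 C → FluxOr + Red40 in HBSS/HEPES, 45 min → stimulation buffer, 2 min kinetic read → rate constant vs DMSO controls.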
CXXC DNA block = inhibitors of human MLL CXXC domain-DNA interaction; Q03164; MLL-CXXC / FITC-HOXA9 DNA fluorescence polarization; Potency, µM (titrated, usually from 115 µM), inactives show at the top dose activity change, negative = inhibition, most hits filed as inhibitors; hit rate 0.037% among 290,000; AID 2662; active means well fitted inhibition curve with a large enough effect in the polarisation, with a control signal flat, not every such curve was filed as active; inconclusive means small, poorly fitted or top-dose-only effect, or effect the other way, or a change in a side signal; inactive means no such curve, though single readings can be large or run the other way; the % refers to the polarisation; further: potency means the concentration at half of the fitted maximal effect
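Fluorescence polarization: 7 uM MLL-CXXC (stock) preincubated 5 min with compounds, then 50 nM fluorescein-HOX-A9 DNA (stock) added; 30 min ambient. Buffer 50 mM Tris-HCl pH 7.5, 50 mM NaCl, 1 mM DTT, 0.05% BSA.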
KCNH2 WT inh = blocks the wildtype human KCNH2 potassium channel | U2OS, BacMam KCNH2, thallium flux FluxOr; stronger effect = lower value | hit rate 0.37% among 340,000 | activity change, % at 1.84 µM;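 active means maximum activity change below -70%; inconclusive means maximum activity change between -70% and -50%; inactive means maximum activity change above -50%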; further: on the % scale 0 is the no-effect control and ±100 the full control effect
Target sequence (Q12809 whole entry, looked up): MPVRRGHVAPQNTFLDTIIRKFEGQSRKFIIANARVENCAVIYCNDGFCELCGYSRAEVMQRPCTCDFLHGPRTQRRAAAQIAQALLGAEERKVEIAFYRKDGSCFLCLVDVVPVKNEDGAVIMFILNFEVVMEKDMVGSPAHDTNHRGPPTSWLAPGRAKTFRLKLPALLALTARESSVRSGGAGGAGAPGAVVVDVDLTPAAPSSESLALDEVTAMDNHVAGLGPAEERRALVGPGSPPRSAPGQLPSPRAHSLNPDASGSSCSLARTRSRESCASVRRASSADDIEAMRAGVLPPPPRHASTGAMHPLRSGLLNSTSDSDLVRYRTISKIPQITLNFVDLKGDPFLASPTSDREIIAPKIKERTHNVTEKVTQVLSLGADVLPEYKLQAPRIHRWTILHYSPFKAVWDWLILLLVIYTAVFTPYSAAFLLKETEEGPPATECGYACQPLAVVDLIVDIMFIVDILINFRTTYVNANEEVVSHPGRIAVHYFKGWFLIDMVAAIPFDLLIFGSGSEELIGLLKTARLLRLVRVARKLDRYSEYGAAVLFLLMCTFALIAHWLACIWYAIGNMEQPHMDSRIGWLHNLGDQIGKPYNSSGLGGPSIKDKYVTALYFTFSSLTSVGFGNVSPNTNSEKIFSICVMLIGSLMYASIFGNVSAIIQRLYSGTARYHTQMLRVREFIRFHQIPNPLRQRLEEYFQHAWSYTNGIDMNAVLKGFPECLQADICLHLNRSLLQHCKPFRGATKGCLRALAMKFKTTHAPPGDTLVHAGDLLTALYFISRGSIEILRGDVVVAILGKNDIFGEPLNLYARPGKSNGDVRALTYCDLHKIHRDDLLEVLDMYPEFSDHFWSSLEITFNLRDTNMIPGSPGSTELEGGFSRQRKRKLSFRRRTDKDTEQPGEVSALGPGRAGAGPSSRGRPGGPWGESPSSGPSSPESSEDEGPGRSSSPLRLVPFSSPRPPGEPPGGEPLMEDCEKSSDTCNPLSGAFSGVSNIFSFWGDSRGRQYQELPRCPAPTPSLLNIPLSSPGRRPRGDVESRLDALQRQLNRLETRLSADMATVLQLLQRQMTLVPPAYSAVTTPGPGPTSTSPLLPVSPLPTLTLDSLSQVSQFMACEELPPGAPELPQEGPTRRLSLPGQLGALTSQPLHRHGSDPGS
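U2OS cells transduced with wild-type KCNH2 virus are loaded with FluxOr dye for 45 min, and thallium flux is measured in kinetic reads before and after stimulation buffer. Rate constants are normalized to DMSO controls.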
AT treatment = potential ataxia-telangiectasia treatments restoring KAP-1 phosphorylation; […] A-T fibroblasts, KAP-1 phosphorylation AlphaLISA; neocarzinostatin DNA damage 30 min before lysis; Potency, µM (highest dose often 57.5 µM), for the others: at the top dose activation, hits mostly activators; hit rate 0.19% among 320,000; AID 485349; further: potency means the concentration at half of the fitted maximal effect; % of control where 0% means no effect; nearly all actives have a fitted effect of over 45% in size
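hTERT-immortalized A-T patient fibroblasts ([…]), 500 cells/well in OPTI-MEM, 1% FBS, got compounds for 60 min, then NCS for 30 min at 37C. Lysates were then assayed for phospho-KAP-1 by AlphaLISA (anti-pKAP1 donor, anti-KAP1 acceptor beads), 6 hr at 25C.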
Coupling enz = inhibits coupling enzyme system, counter-screen for aldolase hits; coupling enzyme system counterscreen, AmpLite Red fluorescence; activity change, negative = inhibition, % at 58.2 µM, hits read low; hit rate 0.67% among 290,000; in the data active means activity change below about -30%; further: on the % scale 0 is the no-effect control and ±100 the full control effect
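Fluorescence at 525 nm excitation and 598 nm emission measured inhibition of the coupled detection system without aldolase. Compounds (at 57.5 uM final) were preincubated 10 min at room temperature with coupling enzyme reagent before a 20 min substrate/AmpLite Red step.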
MBNL1 CUG block = MBNL1-poly(CUG) RNA binding inhibition | TR-FRET MBNL1-His/biotin-(CUG)12 binding, 665/545 ratio | hit rate 0.036% among 280,000 | Q9NR56 | Potency, µM (titrated, usually from 57.5 µM), without a hit: top-dose activity change, negative = inhibition, actives largely listed as inhibitors; active means well fitted inhibition curve with a large enough effect in the signal ratio, with a control signal flat, not every such curve was filed as active; inconclusive means small, poorly fitted or top-dose-only effect, or effect the other way, or a change in a side signal; inactive means no such curve, though single readings can be large or run the other way; the % refers to the signal ratio; further: potency means the concentration at half of the fitted maximal effect; on the % scale 0 is the no-effect control and ±100 the full control effect
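His-tagged MBNL1 binding to biotinylated (CUG)12 RNA was measured by TR-FRET using terbium anti-His antibody (0.055 ng/ul final) and streptavidin-XL665 (5 nM final). Compounds were titrated 92 nM to 58 uM; 60 min at room temperature.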
Integrin act MD = activates integrin-mediated alleviation for muscular dystrophy; alpha7betagal myoblasts, beta-gal FDG fluorescence, 48 h; Potency, µM (doses to about 38.3 µM), for the others: at the top dose activation, usual class: activators; hit rate 0.064% among 350,000; AID 624291;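 further: potency means the concentration at half of the fitted maximal effect; 100% = response of the positive control SU9516; nearly all actives have a fitted effect of over 60% in size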
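Alpha7betagal+/- myoblasts (passage 13) were plated 16-24 hr, then exposed to compounds (1:260 dilution of DMSO stock) for 48 hours at 37C. After MPER lysis, β-galactosidase reporter activity was read as FDG fluorescence (ex 480/em 540) after 30 minutes.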
S-ASM inh = blocks human secretory acid sphingomyelinase; placental ASM, HMU-PC fluorogenic substrate, 60 min; Potency, µM (titrated, usually from 57.5 µM), for inactives: top-dose activity change, negative = inhibition, usual class: inhibitors; hit rate 0.006% among 340,000; AID 504937; further: potency means the concentration at half of the fitted maximal effect
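Human placenta-derived ASM enzyme was preincubated with compound for 10 minutes at room temperature, then given fluorogenic substrate HMU-PC0 (9 uM final) for 60 minutes at 37 °C; a pH 10 stop preceded fluorescence reading at Ex 386/Em 447 nm.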
TRPV1 agonist = agonists of human vanilloid receptor 1 (TRPV1); hit rate 0.19% among 320,000; TRPV1-expressing cells, Fluo-8 calcium influx, agonist mode; activation, % at 8.33 µM; in the data active means activation above about 80%; inconclusive means between about 30% and that limit; further: 0% is about no effect
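Cells expressing TRPV1 were dye-loaded with Fluo-8 and read kinetically: 10 s baseline, 3 min after compound (agonist portion), then 2 min after EC20 capsaicin (allosteric enhancer portion). Calcium-bound dye fluorescence at 480/520 nm.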
GALK inh = inhibitors of human galactokinase; hit rate 0.007% among 270,000; Purified GALK, Kinase-Glo residual ATP luminescence; Potency, µM (highest dose often 57.5 µM), without a hit: at the top dose activity change, negative = inhibition, usual class: inhibitors; further: potency means the concentration at half of the fitted maximal effect; on the % scale 0 is the no-effect control and ±100 the full control effect
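The enzyme phosphorylates galactose (100 uM) using ATP (35 uM); inhibition is detected as higher residual ATP, quantified by bioluminescence after 1 h reaction at room temperature, pH 8.0.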
* = called active by the depositor; ? = inconclusive; . = no result given; [ ] = dose if it differs, or a comment. Unless noted, the call rests on the fitted dose curve; in most records, active means well fitted curve in the direction sought with a large enough effect; inconclusive means small, poorly fitted or top-dose-only effect, or another doubt; inactive means no such curve, though single readings can be large; an effect the other way counts as inactive or inconclusive.

Below each SMILES – KCNH2 3.1 inh, CXXC DNA block, KCNH2 WT inh, AT treatment, Coupling enz, MBNL1 CUG block, Integrin act MD, S-ASM inh, TRPV1 agonist, GALK inh
COc1ccc(-c2nc3ccc([N+](=O)[O-])cc3[nH]2)cc1
    -1, 6%, -15, -1%, -24, ?, -27%, -10%, ?, 0%
CCOC(=O)N1CCN(S(=O)(=O)c2ccc(C(=O)Nc3nc4ccccc4s3)cc2)CC1
    -35, 6%, -2, -5%, 0, ?, -4%, 7%, 2, -2%
O=C(NCCOc1nc(N2CCCCC2)nc(N2CCOCC2)n1)Nc1ccccc1
    5, -11%, 36, -4%, -3, -2%, -3%, -4%, -1, -2%
CC1CCN(S(=O)(=O)c2cn(CC(=O)Nc3ccc(C#N)cc3)cn2)CC1
    -14, 6%, -12, 5%, ., -2%, -15%, 4%, -2, -1%
Cc1ccc(S(=O)(=O)N2CCOC2CNC(=O)C(=O)NCc2ccccn2)cc1 (configuration not stated)
    -7, 5%, 0, 2%, ., 4%, 6%, 2%, -1, 3%
Cc1cccc(Nc2nc(-c3ccc(O)cc3O)cs2)n1
    -4, 0%, -13, -29%, -9, -9%, 11%, ?, 0, -10%
CC(CC(=O)NCC1CCCO1)c1ccccc1 (configuration not stated)
    -11, 0%, -4, 7%, 3, -13%, 5%, 0%, 12, -1%
CC1Sc2ccc(S(=O)(=O)CCC(=O)Nc3ccccc3Cl)cc2NC1=O (configuration not stated)
    1, -4%, 4, 10%, ., 1%, -11%, 0%, 2, -6%
COc1ccc(CN2CCNC(=O)C2CC(=O)NCc2cnn(C)c2)cc1OC (configuration not stated)
    -13, 0%, -10, 10%, -4, 7%, 5%, 8%, -1, -1%
O=C(Nc1nnc(-c2ccc(Cl)s2)o1)C1CCCCC1
    0, ., 4, ., ., ., 6%, -2%, ., .
CC(C)Cn1c(SCC(=O)N2CCCCC2)nc2ccccc2c1=O
    9, -7%, 7, 5%, 4, 0%, -17%, -1%, ?, -2%
Cc1ccc(S(=O)(=O)N2CCN(C(=O)c3ccccc3)CC2)c(C)c1NS(C)(=O)=O
    4, -8%, -1, -3%, 3, -14%, ?, 1%, -4, 0%
Cc1ccccc1OCC(=O)NNC(=O)C1CC(=O)N(c2ccc3c(c2)OCCO3)C1 (configuration not stated)
    18, ., 3, 7%, ., ., 2%, -2%, -3, .
Nc1nc(COC(=O)CCC(=O)c2ccc(Cl)cc2)nc(Nc2ccccc2)n1
    -5, ., 5, -3%, ., ., 9%, -2%, -3, .
Fc1ccc(C2CC(c3cccs3)=NN2C(=S)Nc2ccccc2)cc1 (configuration not stated)
    -19, 17%, -5, 4%, -1, 48%[activator], -14%, -1%, 1, -1%
O=C(CSc1nnc(Cc2cccs2)n1-c1ccccc1)NC1CCCCC1
    0, 0%, -14, 4%, 7, -5%, -10%, -2%, 14, 2%
COc1cccc(NC(=O)CSc2nncn2N)c1
    -3, -5%, -8, -7%, 4, 0%, 6%, 0%, 2, 3%
CN(C)S(=O)(=O)Nc1cccc(NC(=O)CC23CC4CC(CC(C4)C2)C3)c1
    0, 5%, -10, 29%, -1, 12%, 12%, -1%, 27, .
COc1cc(S(=O)(=O)NCCOC23CC4CC(CC(C4)C2)C3)c(OC)cc1Cl
    -7, -13%, -18, 9%, 1, ?, -16%, -3%, -1, -2%
NC(=O)CSc1nc2ccc([N+](=O)[O-])cc2[nH]1
    1, -1%, 4, -1%, 1, ?, -17%, 0%, 1, 6%
Cc1ccc(NC(=O)COC(=O)C2=NN(c3ccccc3)C(=O)CC2)c(Br)c1
    2, ., -19, 9%, ., ., -2%, -1%, 11, .
CCOC(=O)Cn1c(N)c(C(=O)OC)sc1=S
    20, -6%, -7, -2%, 3, ?, -10%[7.66 µM], 1%, 5, 0%
CN(C)CCCN(C(=O)c1ccco1)c1nc2ccc(Br)cc2s1
    1, -11%, 31, -2%, 2, -19%, -17%, -7%, 1, 1%
Cc1ccc(NC(=O)CN2C(=O)S/C(=C/c3ccncc3)C2=O)cc1
    2, 6%, -18, -7%, ., 10%, -19%, -2%, 1, 0%
COc1cc(C2NC(=O)NC(C)=C2C(=O)Nc2cccc(C)c2C)cc(OC)c1OC (configuration not stated)
    2, 1%, -7, 4%, 1, -5%, -8%, 2%, -3, 2%
CCC(C)n1c(SCc2ccc([N+](=O)[O-])cc2)nc2ccsc2c1=O (configuration not stated)
    -4, 13%, -3, 9%, 0, 1%, 15%, -3%, 1, -2%
COC(=O)CC1=NN(c2ccccc2)C(=O)C1
    0, -11%, -7, -4%, 3, ., 43%, -1%, -13, 2%
N#CC(=C=[N-])c1nc2ccccc2nc1-[n+]1cccc(NC(=O)c2ccc(F)cc2)c1
    ., 6%, ., -1%, 1, ., ., ., ., -3%
CCCNS(=O)(=O)c1cccc(C(=O)NNC(=O)c2cc(C)oc2C)c1
    1, ., 20, 3%, ., ., ?, 4%, -9, .
Cc1ccc(-c2ccc(=O)n(CCC(=O)NCc3ccccn3)n2)cc1
    -7, 1%, 9, 4%, 0, 25%, -1%, 5%, -3, 1%
Cc1c(OCC(=O)NCCCN2CCOCC2)ccc2c(-c3ccccc3)cc(=O)oc12
    -1, -1%, 5, 5%, 1, ?, 28%, -2%, 0, 4%
COc1ccc(NC2CCCN(C(=O)CCc3scnc3C)C2)cc1 (configuration not stated)
    10, 5%, -8, -1%, ., 3%, -21%, 3%, 8, -3%
CCCCCCNC(=O)c1cc(-c2ccco2)nc2ccccc12
    2, 2%, -1, -2%, 3, 7%, -53%[inhibitor], 105%[activator], 2, -2%
COc1ccccc1C(=O)NCC(=O)N/N=C(\C)Cc1ccccc1
    9, -2%, 5, -1%, 1, -4%, 0%, 0%, 1, 6%
NC(=O)C1CCN(C(=O)c2ccc([N+](=O)[O-])cc2NC(=O)c2cccs2)CC1
    20, 2%, 3, 12%, 2, ?, ?, 3%, -3, -1%
CCN1C(=O)C(O)(CC(=O)c2ccc3c(c2)OCCO3)c2ccccc21 (configuration not stated)
    -1, -1%, -12, -9%, -3, 2%, -32%, -1%, -5, 1%
Cc1cc(C(=O)OCC(=O)NNC(=O)c2cccs2)ccc1[N+](=O)[O-]
    1, ., -2, -9%, ., ., -30%, -5%, -2, .
CC(C)Cc1nn2c(N)c(/C=C3\C=Nc4ccccc43)c(=O)nc2s1
    -5, 6%, -9, -4%, -1, ., 8%, 6%, 1, -3%
Cc1ccc(C)c(NC(=O)Cn2nc([N+](=O)[O-])c(Br)c2C)c1
    4, 14%, -28, 2%, 1, ., -6%, 0%, -2, 0%
O=C(NCc1ccc(Cl)cc1)C1CCN(S(=O)(=O)c2ccccc2)CC1
    -22, 5%, 12, 5%, 6, -9%, 7%, -4%, 16, 10%

Some of these compounds in order of the CXXC DNA block value, largest number first:
Structure | CXXC DNA block
CC(C)Cc1nn2c(N)c(/C=C3\C=Nc4ccccc43)c(=O)nc2s1 | 6%
COc1ccc(NC2CCCN(C(=O)CCc3scnc3C)C2)cc1 (configuration not stated) | 5%
COc1cc(C2NC(=O)NC(C)=C2C(=O)Nc2cccc(C)c2C)cc(OC)c1OC (configuration not stated) | 1%
COc1ccccc1C(=O)NCC(=O)N/N=C(\C)Cc1ccccc1 | -2%
CN(C)CCCN(C(=O)c1ccco1)c1nc2ccc(Br)cc2s1 | -11%

Reprinted at random: 2 entries already listed
Below each SMILES – KCNH2 3.1 inh, CXXC DNA block, KCNH2 WT inh, AT treatment, Coupling enz, MBNL1 CUG block, Integrin act MD, S-ASM inh, TRPV1 agonist, GALK inh
CCCNS(=O)(=O)c1cccc(C(=O)NNC(=O)c2cc(C)oc2C)c1
    1, ., 20, 3%, ., ., ?, 4%, -9, .
CC1Sc2ccc(S(=O)(=O)CCC(=O)Nc3ccccc3Cl)cc2NC1=O (configuration not stated)
    1, -4%, 4, 10%, ., 1%, -11%, 0%, 2, -6%
